dFosB activator = activators of mouse delta FosB homodimer | activation, % at 25 µM | P13346 | purified delta FosB, TAMRA-CDK5 oligo fluorescence polarization; percent of positive-control signal above neutral wells | 0.99% of 340,000 active;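 active = mean activation above about 17%, with every replicate also reaching it, limit read from the data, passing the limit was not always enough; inconclusive = only one of the two conditions met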;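 note: fluorescence polarization rise as delta FosB binds a TAMRA Cdk5 AP-1 oligo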
SR-BI DiI inh = inhibitors of mouse SR-BI mediated HDL lipid uptake; Q61009; AID 488896; inhibition, % at 12.5 µM; 0.96% of 320,000 active; ldlA[mSR-BI] CHO cells, DiI-HDL uptake fluorescence, 3 h;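 active = mean replicate inhibition of at least 70% and a set share of replicates each scoring 70 or more; inconclusive = meets just one of the two criteria; inactive = fails both criteria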;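 note: 0% = median of neutral control wells and 100% = median of positive control wells; values of inactives mirror those of a sister screen read the other way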
Target sequence (Q61009 whole entry, looked up): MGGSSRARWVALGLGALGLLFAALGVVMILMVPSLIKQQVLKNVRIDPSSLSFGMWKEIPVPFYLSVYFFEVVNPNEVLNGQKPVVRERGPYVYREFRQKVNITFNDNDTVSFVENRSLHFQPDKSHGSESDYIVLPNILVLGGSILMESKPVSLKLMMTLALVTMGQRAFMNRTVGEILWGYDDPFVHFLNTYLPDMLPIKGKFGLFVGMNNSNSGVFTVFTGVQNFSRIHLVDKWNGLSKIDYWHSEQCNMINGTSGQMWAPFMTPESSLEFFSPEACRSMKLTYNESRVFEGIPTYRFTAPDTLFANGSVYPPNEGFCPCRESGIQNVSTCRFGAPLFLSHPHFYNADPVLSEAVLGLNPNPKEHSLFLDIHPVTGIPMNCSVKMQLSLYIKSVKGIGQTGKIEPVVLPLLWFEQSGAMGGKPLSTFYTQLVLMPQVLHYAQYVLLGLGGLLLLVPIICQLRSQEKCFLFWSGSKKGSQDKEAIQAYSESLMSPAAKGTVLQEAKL
MITF TRPM1 HTS = activators of MITF-driven TRPM1 promoter activity in SK-MEL-5 cells; 0.75% of 300,000 active; activation, % at 12.5 µM; AID 588334; SK-MEL-5 TRPM1-promoter luciferase, 24 h; % of positive control, neutral wells = 0;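 active = mean activation of at least 80% with every replicate also reaching 80%; inconclusive = mean reaches 80% but some replicate falls short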;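 note: 0% = neutral control wells and 100% = parthenolide positive control wells; values of inactives mirror those of a sister screen read the other way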
HTR5A inv ctr = HTR5A inverse agonism, opioid heterodimer counter-screen | inhibition, % at 9.3 µM | P47898 | 0.083% of 340,000 active | AID 504634 | HTR5A cell line, luminescence; in the data active = inhibition mostly above about 23%, no sharp cut-off; inactive = mostly below about 18%;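 note: 0% = cells with DMSO and 100% = no-cell wells with DMSO; some compounds called inactive have numbers as strong as hits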
Target sequence (P47898 whole entry, looked up): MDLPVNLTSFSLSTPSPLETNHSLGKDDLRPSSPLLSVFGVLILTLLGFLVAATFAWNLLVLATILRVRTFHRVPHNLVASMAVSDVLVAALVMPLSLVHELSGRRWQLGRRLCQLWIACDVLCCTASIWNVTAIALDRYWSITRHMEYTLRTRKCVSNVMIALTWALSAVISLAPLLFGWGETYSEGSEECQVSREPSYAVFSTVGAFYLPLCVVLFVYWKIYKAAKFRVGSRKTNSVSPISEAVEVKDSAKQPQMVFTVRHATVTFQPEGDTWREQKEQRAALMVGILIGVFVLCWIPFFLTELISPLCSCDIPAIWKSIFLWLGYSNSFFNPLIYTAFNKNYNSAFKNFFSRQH
CDK5 inh = inhibitors of human CDK5/p35 kinase; inhibition, % at 10 µM; 0.01% of 330,000 active; Recombinant CDK5/p35, ADP-Glo luminescence, 60 min;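 active = highest replicate inhibition of at least 50% and at least 75% of replicates reaching 50%; inconclusive = only one of the two criteria met; inactive = both criteria failed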;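 note: plate controls were DMSO neutral control for no effect and GW8510 at 10 µM for full effect; many of its hits are not listed in these tables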
PvdQ acylase = P. aeruginosa PvdQ acylase inhibition; purified PvdQ acylase, fluorescence plate reader; inhibition, % at 10 µM; 0.063% of 340,000 active; AID 488965; in the data active = inhibition above about 30%, passing the limit was not always enough; inconclusive = no clear call, values can overlap the other calls;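 note: 0% = vehicle neutral wells and 100% = reference inhibitor wells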
Wnt bcat act = activators of Wnt/beta-catenin signaling; Wnt/beta-catenin reporter cell assay, activator, plate reader; 1.2% of 300,000 active; AID 743398; activation, % at 9.35 µM; in the data active = activation above about 30%, passing the limit was not always enough; inconclusive = no clear call, values can overlap the other calls;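 note: 0% = neutral control wells and 100% = positive control wells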
HTR5A ag ctr = HTR5A agonism, opioid heterodimer counter-screen; activation, % at 9.3 µM; HTR5A agonist assay, luminescence, cell-based; 0.61% of 340,000 active; P47898; AID 504692; in the data active = activation mostly above about 9.5%, no sharp cut-off; inactive = mostly below about 7.6%;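 note: 0% = cells with vehicle only and 100% = reference agonist; strong numbers were not always called active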
V-ATPase pH = yeast V-ATPase proton transport regulation by pHLuorin; 0.37% of 350,000 active; S. cerevisiae, pHLuorin cytosolic pH fluorescence; response, % at 10 µM; AID 504577; in the data active = response mostly above about 7.3%, no sharp cut-off; inactive = mostly below about 5.4%; note: actives read high; inactives centre near 0; some compounds called inactive have numbers as strong as hits; reference of the scale not given here
NSD2 inh = NSD2 (human) methyltransferase inhibition. 0.54% of 310,000 active. AID 743445. inhibition, % at 12.5 µM. O96028. NSD2 peptide methylation, AlphaScreen, 120 min; in the data active = inhibition above about 50%
* = called active by the depositor; u = inconclusive; x = no result given.

compound	dFosB activator	NSD2 inh	SR-BI DiI inh	CDK5 inh	HTR5A inv ctr	PvdQ acylase	Wnt bcat act	V-ATPase pH	MITF TRPM1 HTS	HTR5A ag ctr
COc1cccc(CN2CCNC(=O)C2CC(=O)NC2Cc3ccccc3C2)c1 (centres undefined)	-17	2	-7	0.6	20	-8	-1	2	1	-4
CC(OCC(O)CN(C)Cc1nc2ccccc2c(=O)[nH]1)c1ccc(Cl)cc1 (centres undefined)	-10	-18	9	-0.7	-2	20	-1	-2	2	1
Nc1ccccc1C(=O)N(Cc1ccccc1)Cc1ccccc1	-9	2	12	-1.4	-4	-7	-8	1	x	-1
CCCn1nc2cc(C(=O)NCc3ccc(OC(F)(F)F)cc3)ccc2c1OCC	-2	x	14	-2.1	-5	-4	-3	2	-3	2
Cc1ccc(NC(=O)c2noc3c2CCc2ccccc2-3)cc1	2	-2	1	-1.8	4	-7	42*	2	x	0
COc1ccc(NS(=O)(=O)c2c(C)n(C)c(=O)n(C)c2=O)cc1	-7	x	17	-0.9	-12	-1	1	-4	x	0
Cc1ccc2occ(/C=N/NC(N)=S)c(=O)c2c1	-13	-1	15	-1.8	-12	-5	1	7	6	8
CC(Cl)C(=O)Nc1c2c(nn1-c1ccccc1)CSC2 (centres undefined)	-3	-2	-7	1.2	9	-2	1	2	2	-1
O=S(=O)(c1ccc(-c2cn3ccccc3n2)cc1)N1CCOCC1	-4	-1	-21	-0.5	6	-9	x	-1	x	-1
O=C1CN(C(=O)COc2ccc(Br)cc2Br)c2ccccc2N1	-8	-1	15	0.9	13	5	-2	8.8*	-6	-4
Cc1nn(C(C)(C)C)c(OC(=O)c2ccc3c(c2)OCO3)c1S(=O)(=O)c1ccccc1	-3	-3	41	-0.4	10	-1	x	3	-4	3
COc1ccc(C(=O)N2CCCC(CCC(=O)NCc3ccc(F)c(F)c3)C2)o1 (centres undefined)	-3	6	4	-0.7	5	-15	x	2	32	3
CCN(CC)CCOC(=O)C(c1ccccc1)C1CCCCC1 (centres undefined)	-3	x	0	0.8	-23	1	-2	4	9	-1
Cc1sc2ncnc(SCC(=O)N3CCC(c4noc5ccc(F)cc45)CC3)c2c1C	-7	4	-22	-2.7	5	-17	x	1	2	-2
C/C(=N\NC(=O)c1ccccc1)c1ccc2c(c1)OCO2	6	-1	-33	-1.5	-28	-14	0	-3	37	8
O=C1C2C3C=CC(C3)C2C(=O)N1c1nc2ccccc2s1 (centres undefined)	-4	-1	-3	-1.2	-12	-1	x	-2	-5	1
COc1ccc(/C=C/C(=O)C2CC2)cc1Cn1nc(C)c([N+](=O)[O-])c1C	-3	0	21	-0.9	-17	-18	x	0	-18	6
CC(C)(C)S(=O)N1Cc2cn(Cc3ccccc3)c(=O)cc2[C@H]1CCO (some centres undefined)	-5	x	-13	5.3	17	-5	-4	0	-5	-5
C/C(=N/NS(=O)(=O)c1ccc(CC(C)C)cc1)c1ccncc1	-5	2	-19	0.1	-31	4	-3	2	-15	11
Nn1cnc2scc(-c3ccc(Cl)cc3)c2c1=O	-1	-9	-5	1.5	-5	-12	1	-2	4	1
C/C(=N\NC(=O)c1n[nH]c2c1CCC2)c1cccs1	-5	-4	14	6.3	-19	-7	-8	-6	x	-1
Cc1c(C(=O)N2CCOCC2)oc2ccc(Br)cc12	-3	1	11	-1.5	1	-16	6	-4	24	0
CCC(=O)N1CC23C=CC(CC2CC12CCCCC2)O3 (centres undefined)	11	1	-5	-0.8	-18	2	x	-3	-9	6
Cc1nc(/N=C(\N)NC(=O)c2ccccc2)nc2ccccc12	-25	-5	12	-4.4	-26	-14	22	-1	7	8
O=C(CN1CCCC1)Nc1ccc(Br)cc1[N+](=O)[O-]	3	9	-3	0.4	20	-9	18	-2	13	1

Continuation:
compound	dFosB activator	NSD2 inh	SR-BI DiI inh	CDK5 inh	HTR5A inv ctr	PvdQ acylase	Wnt bcat act	V-ATPase pH	MITF TRPM1 HTS	HTR5A ag ctr
Cc1cccc2cc(CN(Cc3cccs3)Cc3nnnn3Cc3ccccc3)c(=O)[nH]c12	-13	-3	28	-1.6	11	-5	x	0	3	-5
Cc1ccccc1C1=N/C(=C/c2cccnc2)C(=O)O1	7	-4	1	1.0	9	-5	1	0	2	-3
Cn1ccc(C(=O)OCC(=O)Nc2ccccc2)n1	-1	3	x	-0.3	-4	-11	0	0	-14	2
Cc1ccccc1NC(=O)C1CCC(=O)N1 (centres undefined)	-4	-2	69	-0.9	9	-15	0	2	4	-2
Cc1ccc(Nc2ncnc3c2oc2ccccc23)cc1	4	-1	9	0.8	-15	-1	x	-1	19	-1
CCn1c(=O)c(C(=O)NNS(=O)(=O)c2ccc(Cl)cc2)c(O)c2ccccc21	-11	4	22	-1.3	-14	-4	-6	-4	-7	5
COCCCNS(=O)(=O)c1cc2c3c(c1)C(C)C(=O)N3CCC2 (centres undefined)	0	-2	-20	0.1	0	-8	-1	3	-10	6
COc1ccc(Cl)cc1NC(=O)CN(C)CC(=O)Nc1cc(OC)c(OC)c(OC)c1	-15	0	13	-1.9	3	-16	1	3	-15	-1
OC(c1nnc(-c2ccccc2)o1)c1cccs1 (centres undefined)	2	-1	-17	2.2	13	-10	0	-2	52	-3
O=C(COC(=O)c1ccc(S(=O)(=O)C(F)F)cc1)Nc1ccccc1C(=O)NC1CC1	-1	-2	-28	0.4	-15	-8	-1	-1	11	6
COc1ccc(Cc2nc(-c3ccc(NC(=O)c4cccnc4)cc3)no2)cc1	-5	10	6	1.5	4	-12	x	-5	17	-1
CC(=O)/C(=N\Nc1ccccc1Cl)Sc1nnc(-c2ccccc2)n1-c1ccccc1	8	2	-17	x	2	22	-6	-4	-7	6
CC(=O)N1CCN(c2nc(-c3cccs3)nc3ccccc23)CC1	-15	-1	55	0.4	8	6	2	2	0	-3
CCC(C(=O)Nc1ccccc1F)n1nc(C)c2c(C)n(-c3ccccc3)nc2c1=O (centres undefined)	-5	1	x	2.0	23	-11	-1	0	-15	0
Cc1nn(CC(=O)N/N=C/c2cccs2)c(C)c1[N+](=O)[O-]	-3	-2	3	-0.1	-18	-8	1	0	5	3
CC(c1nnc(SCC(=O)N2CCc3ccccc32)n1-c1ccc(Cl)cc1)N(C)C (centres undefined)	-1	1	9	-2.2	-17	-7	x	1	5	1
CCN(Cc1ccccc1)C(=O)COc1ccccc1	-17	1	x	1.3	-7	-11	0	-2	12	3
CCn1cc(CNC(=O)C2CCC(=O)N(Cc3ccc(Cl)cc3)C2)cn1 (centres undefined)	0	-3	-29	x	-11	-9	-1	-3	-4	3
O=c1c2ccccc2nnn1CSc1nc2ccccc2c(=O)n1CCCO	-10	52*	-11	0.7	13	3	-3	5	8	-6
O=C(CCCN1C(=O)/C(=C\c2cccs2)SC1=S)Nc1cccnc1	-2	6	-4	-0.5	-2	-4	0	0	0	5
COc1cc2nc(CSc3nc(-c4ccc(F)cc4)cs3)[nH]c(=O)c2cc1OC	-13	-4	15	0.6	15	-5	-3	3	10	2
COCCn1c(CN(Cc2ccccc2)Cc2ccccc2)nc2c1c(=O)n(C)c(=O)n2C	-11	x	-29	-2.3	-30	-9	x	-4	0	10
O=C(Cc1ccc(Br)cc1)OCC(=O)N1CCOCC1	6	-4	12	-0.8	10	-18	-2	4	4	-2
COc1ccc(/C=C2\SC(=S)N(CCC(=O)NC3CCCC3)C2=O)cc1OC	2	-4	x	-1.1	3	-6	1	-3	18	-1
COc1ccc(N2CCN(C(=O)c3ccc(Cn4c(=S)[nH]c5ccc(N6CCOCC6)cc5c4=O)cc3)CC2)cc1	-9	x	30	0.6	26	-3	20	3	62	-3

Additional structures:
compound	dFosB activator	NSD2 inh	SR-BI DiI inh	CDK5 inh	HTR5A inv ctr	PvdQ acylase	Wnt bcat act	V-ATPase pH	MITF TRPM1 HTS	HTR5A ag ctr
Cc1oc(-c2ccccc2)nc1CSc1nc2c(c(=O)[nH]1)CCC2	-15	x	-3	0.2	-4	-4	1	-1	-2	1
CCN(CC)S(=O)(=O)c1cc(NC(=O)CSc2nc3c(cc2C#N)C(=O)CC(C)(C)C3)ccc1C	-5	-1	72*	-2.3	-34	-22	x	0	-25	13
CC(C)CCN(CCC(C)C)C(CO)(CO)CO	3	1	-20	1.1	1	u	-1	4	-1	0
O=c1[nH]c(Sc2ccc([N+](=O)[O-])cc2[N+](=O)[O-])nc2ccccc12	-1	5	8	-4.0	-8	-2	0	1	x	14
Cc1ccccc1NC(=O)Cc1nc(CSc2nnc(-c3ccc4c(c3)OCO4)o2)cs1	7	0	2	0.1	-11	-13	x	0	27	4
Nc1cc(-c2ccc(Cl)cc2)nn1S(=O)(=O)c1ccccc1	-5	x	-6	-0.4	5	18	-9	1	-13	-2
CC(=O)c1ccc(NC(=O)CSc2nc3ccccc3c(=O)n2CCCN2CCOCC2)cc1	-17	1	11	0.3	-10	-14	-2	-1	15	9
COc1ccc(C)cc1C(=O)CCC(=O)NCCc1ccc(S(N)(=O)=O)cc1	-6	2	3	0.3	2	7	7	0	-11	-1
C=Cc1ccc(Cn2nc(-c3ccc(C)cc3)ccc2=O)cc1	-8	-2	1	-2.6	-14	-22	-2	1	7	4
CN(C(=O)c1cccnc1)c1nnc(-c2cnccn2)s1	-11	17	-31	0.7	14	-6	9	1	x	-4
CN1C(=O)CC(Nc2cccc3cccc(N)c23)C1=O (centres undefined)	-9	12	9	1.1	-22	-25	x	4	-12	-1
Cc1nc(N)nc2c1CCCC2	4	-9	11	-1.2	-1	1	0	-3	7	0
COCCN1C(=O)N[C@@H](c2cccc(C(F)(F)F)c2)[C@H](C(=O)OC)[C@H]1C	-6	x	-15	2.4	-29	-15	3	-6	7	11
Cc1ccc2c(COC(=O)C3CC(=O)N(c4ccc5c(c4)OCCO5)C3)cc(=O)oc2c1 (centres undefined)	-5	-1	12	0.0	-3	-13	-3	2	0	1
O=C(N/N=C/c1cccnc1)c1ccc(Cn2cc([N+](=O)[O-])cn2)o1	-8	0	6	-0.8	9	3	-2	-2	4	-1
CCOc1ccc(CNC(=O)CCS(=O)(=O)c2ccc3c(c2)NC(=O)CO3)cc1OC	-2	12	-28	-2.0	0	-8	-1	-2	-14	0
Cc1ccc(S(=O)(=O)N2CCN=C2SCc2c(F)cccc2Cl)cc1	-11	1	-8	-0.1	6	-6	0	1	-12	0
Cc1ccc(Cl)c(OCCCN(C)Cc2ccccc2)c1	3	7	x	1.5	3	5	-5	-1	5	0
O=C(COc1ccc(Cl)cc1)NCCCNC(=O)c1cccnc1	3	-3	-11	0.9	-5	-14	-1	-4	12	-4
Cc1noc(C)c1CCC(=O)N1CCCC(CO)(Cc2ccccc2)C1 (centres undefined)	-2	0	-2	-0.7	16	4	13	-1	68	-4
NC(=O)C1CCN(S(=O)(=O)c2ccccc2[N+](=O)[O-])CC1	6	0	-38	-1.1	-12	-7	27	-4	x	3
CN(C)c1ccc(NC(=O)CCCc2ccccc2)cc1	-3	-5	29	-5.1	5	-24	x	7	28	6
COCCCNc1nc2ccccc2nc1NS(=O)(=O)c1cccs1	2	0	-4	-1.5	21	-13	x	-2	1	0
